Source: PubChem
ABCB1 block – ABCB1 efflux pump inhibitors, primary screen, cell-based, multiplex, flow cytometry, ABCG2 counter-screen. CCRF-Adr cells, JC-1 efflux. inhibition, % at 6.6 µM. AID 1326, 2008. 190,000 compounds, 0.067% hits. ATP-dependent translocase ABCB1 (Homo sapiens), P08183; in the data active = inhibition above about 40%;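 also: 0% = vehicle and 100% = reference inhibitor; higher value means more JC-1 retained so stronger ABCB1 efflux block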
ABCG2 inh – ABCG2 efflux pump inhibitors, primary screen, multiplex with ABCB1, IgMXP3 cells, flow cytometry; AID 1325, 2008; 190,000 compounds, 0.1% hits; Broad substrate specificity ATP-binding cassette transporter ABCG2 (Homo sapiens), Q9UNQ0; inhibition, % at 6.6 µM; JC-1 efflux;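 active = inhibition above 80%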;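 also: 0% = DMSO and 100% = nicardipine control wells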
Target sequence (Q9UNQ0 whole entry, looked up): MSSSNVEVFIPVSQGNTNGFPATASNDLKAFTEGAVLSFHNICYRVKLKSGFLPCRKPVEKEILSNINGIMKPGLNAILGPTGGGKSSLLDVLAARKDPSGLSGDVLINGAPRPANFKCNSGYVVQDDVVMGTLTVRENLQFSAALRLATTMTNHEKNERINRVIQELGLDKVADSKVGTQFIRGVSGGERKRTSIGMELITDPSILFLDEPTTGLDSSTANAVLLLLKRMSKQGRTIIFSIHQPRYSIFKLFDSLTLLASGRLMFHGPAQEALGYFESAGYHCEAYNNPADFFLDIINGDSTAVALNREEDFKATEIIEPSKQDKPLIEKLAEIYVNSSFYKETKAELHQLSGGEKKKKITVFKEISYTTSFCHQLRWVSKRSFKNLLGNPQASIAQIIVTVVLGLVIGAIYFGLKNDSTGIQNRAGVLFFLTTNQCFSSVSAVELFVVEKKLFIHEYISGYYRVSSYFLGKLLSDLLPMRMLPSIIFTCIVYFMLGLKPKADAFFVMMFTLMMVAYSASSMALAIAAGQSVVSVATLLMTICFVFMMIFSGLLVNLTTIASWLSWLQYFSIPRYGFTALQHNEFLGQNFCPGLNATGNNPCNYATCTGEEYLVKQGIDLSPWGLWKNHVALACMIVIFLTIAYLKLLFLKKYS
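Test system: IgMXP3 cells (ABCG2) mixed with DDAO far-red-labelled CCRF-Adr cells (ABCB1). Reagent: JC-1 transporter substrate. Compound dosing: single test compound dose, 6.6 µM final. Times: 10 min compound exposure, 25 °C. Detection: flow cytometry of retained JC-1 fluorescence. Read-out basis: efflux inhibition in percent versus controls. Controls: nicardipine and DMSO wells.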
RGS4-Gao reg – modulators of RGS4 binding to Galphao, primary screen, biochemical, multiplexed bead flow cytometry | 220,000 compounds, 0.33% hits | actives lie on both sides | Guanine nucleotide-binding protein G(o) subunit alpha (Homo sapiens), P09471 | binding response (% of control), % at 10 µM; in the data active = binding response below about 49% or above about 150%; inactive = in between;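 also: fluorescent Galphao activated with aluminum fluoride binding bead-coupled RGS4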
Bcl-2 Bim block – inhibitors of Bim-Bcl-2 binding, primary screen, biochemical, multiplexed, human Bcl-2 family; Apoptosis regulator Bcl-2 (Homo sapiens), P10415; Bead-based flow cytometry, Bim peptide-Bcl-2 binding; inhibition, % at 10 µM; 190,000 compounds, 0.06% hits; in the data active = inhibition above about 40%; inconclusive = no clear call, values can overlap the other calls;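 also: 0% = no compound wells with probe peptide and 100% = reference peptide inhibitor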
Target sequence (P10415 whole entry, looked up): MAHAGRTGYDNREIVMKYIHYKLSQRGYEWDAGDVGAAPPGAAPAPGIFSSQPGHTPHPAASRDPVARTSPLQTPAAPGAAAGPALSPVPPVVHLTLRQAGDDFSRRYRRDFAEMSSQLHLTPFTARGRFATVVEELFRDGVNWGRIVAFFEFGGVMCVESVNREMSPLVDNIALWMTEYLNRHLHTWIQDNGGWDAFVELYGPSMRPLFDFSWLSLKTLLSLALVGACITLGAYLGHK
Bim-Bcl-XL – inhibitors of Bim-Bcl-XL binding, primary screen, biochemical, multiplexed, bead flow cytometry, human Bcl-XL; 190,000 compounds, 0.04% hits; AID 1007, 2008; Bim peptide-Bcl-XL binding, fluorescence; inhibition, % at 10 µM; Bcl-2-like protein 1 (Homo sapiens), Q07817
RGS8-Gao – RGS8-Galphao binding modulators, primary screen, biochemical, multiplexed bead flow cytometry; Guanine nucleotide-binding protein G(o) subunit alpha (Homo sapiens), P09471; actives lie on both sides; response (percent of control binding), % at 10 µM; 220,000 compounds, 0.34% hits; AID 1423, 2008; in the data active = response below about 60% or above about 140%; inactive = in between;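 also: Galphao activated as the GDP aluminium fluoride complex binding bead-coupled RGS8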
RGS7-Gao reg – RGS7-Galphao binding modulators, primary screen, biochemical, multiplexed bead flow cytometry. actives lie on both sides. Guanine nucleotide-binding protein G(o) subunit alpha (Homo sapiens), P09471. AID 1439, 2008. 220,000 compounds, 0.35% hits. binding response (% of control), % at 10 µM; in the data active = binding response below about 49% or above about 150%; inconclusive = no clear call, values can overlap the other calls; inactive = in between;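 also: fluorescent Galphao held in activated GDP-AlF4 state binding bead-coupled RGS7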
GSH bead fluor – compound fluorescence on glutathione beads, profiling panel, artefact control, biophysical, 488/530 nm, flow cytometry; GSH beads flow cytometry, compound fluorescence 488/530 nm; stronger effect = higher value; fluorescence (KMESF) at 10 µM; 190,000 compounds, 0.25% hits; AID 1776, 2009; in the data active = fluorescence above about 89;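 also: glutathione beads carrying GST-tagged Bcl family fusion proteins plus one bare bead set; values are compound well signal with DMSO vehicle wells as background; inactives centre near 16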
Bim-Bcl-B – inhibitors of Bim-Bcl-B binding, primary screen, biochemical, multiplexed, human Bcl-2 family; 190,000 compounds, 0.073% hits; bead-based flow cytometry, Bim peptide-Bcl-B binding; inhibition, % at 10 µM;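 also: 0% = tracer peptide without compound and 100% = reference inhibitor peptide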
Bim-Bcl-W – inhibitors of Bim binding to Bcl-W, primary screen, biochemical, multiplexed, bead-based flow cytometry. Bcl-2-like protein 2 (Homo sapiens), Q92843. Bim peptide-Bcl-W binding. inhibition, % at 10 µM. 190,000 compounds, 0.02% hits. AID 952, 2007;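 also: 0% = bound tracer without compound and 100% = peptide blocker; higher means less fluorescent Bim peptide bound to Bcl-W beads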
Target sequence (Q92843 whole entry, looked up): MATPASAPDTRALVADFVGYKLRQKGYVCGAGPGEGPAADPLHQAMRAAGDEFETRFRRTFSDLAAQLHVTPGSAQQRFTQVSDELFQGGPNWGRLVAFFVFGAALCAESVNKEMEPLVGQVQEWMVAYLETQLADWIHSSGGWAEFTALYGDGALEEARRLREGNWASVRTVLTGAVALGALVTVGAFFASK
Bfl-1 Bim block – inhibitors of Bim binding to Bfl-1, primary screen, biochemical, multiplexed, bead-based flow cytometry | Bcl-2-related protein A1 (Homo sapiens), Q16548 | Bim-Bfl-1 binding inhibition | inhibition, % at 10 µM | 190,000 compounds, 0.12% hits | AID 1008, 2008;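 also: 0% = wells without compound plus tracer and 100% = blocker peptide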
Numbers without * were called inactive; ? = inconclusive; · = no result given. Rule as the data show it, unless noted: active = inhibition above about 40%.

SMILES	ABCB1 block	ABCG2 inh	RGS4-Gao reg	Bcl-2 Bim block	Bim-Bcl-XL	RGS8-Gao	RGS7-Gao reg	GSH bead fluor	Bim-Bcl-B	Bim-Bcl-W	Bfl-1 Bim block
Cc1c(Cl)cccc1Nc1nc(N)nc(CSc2nc3ccccc3s2)n1	0.6	23	105	-1	1	100	103	13	5	1	6
COC(=O)c1sc2cc(C(F)(F)F)cnc2c1-c1cccnc1	0.6	4	104	-8	-9	101	111	26	-8	0	-17
COc1ccccc1/C=C1\SC(=O)N(CCC(=O)NNC(=O)c2ccccc2Cl)C1=O	1.3	6	100	3	-1	101	101	28	0	-2	0
COc1cc(NC(=O)c2ccccc2Cl)c(OC)cc1NC(=O)CN1CCCCC1	-0.3	26	104	0	-1	104	106	13	0	0	-5
COc1ccc(N2CCN(C(=O)c3ccc(Cl)c(S(=O)(=O)N4CCCC4)c3)CC2)cc1	4.4	5	97	-1	-1	100	95	12	-1	1	-1
COc1ccc(CC(NC(C)=O)C(=O)NC2CCN(c3nnnn3-c3ccccc3)CC2)cc1 (stereo not given)	0.7	2	94	-3	-5	97	98	9	-3	4	-9
COc1ccc(C(=O)NC(C(=O)NCCc2ccc3c(c2)OCCO3)C(C)C)cc1 (stereo not given)	1.4	11	104	0	-1	107	108	11	-4	1	-4
COc1ccc(OC)c(-n2c(=S)[nH]c3cc(C(=O)N4CCN(c5ccccc5)CC4)ccc3c2=O)c1	1.0	3	99	7	0	96	96	10	11	-7	0
COc1ccc(CCNC(=O)CSc2nc3[nH]ncc3c(=O)n2-c2cccc(C(F)(F)F)c2)cc1OC	0.5	0	101	-2	-1	106	99	15	-3	-2	-6
Cc1c(NC(=O)c2cc(C(C)C)on2)c(=O)n(-c2ccccc2)n1C	0.2	1	109	0	-1	105	107	11	0	0	-2
CN1C(=O)C2(C(C#N)=C(N)Oc3n[nH]c(-c4ccc(Cl)cc4)c32)c2ccccc21 (stereo not given)	1.0	12	102	-5	-7	100	102	25	-12	-2	-16
CCN1CNC(=S)N(c2cc(C)ccc2C)C1	0.2	1	95	-1	-7	98	96	16	1	-6	-2
Cc1ccccc1NC(=S)NC12CN3CN(CN(C3)C1)C2	0.1	-2	94	0	-1	96	100	14	-1	-1	0
c1ccc2[nH]c(CN3CCN(c4ncnc5c4oc4ccccc45)CC3)nc2c1	2.6	10	100	-4	0	100	101	25	-6	0	-9
C/C(=N\NC(=O)C(=O)Nc1ccc(C)c(Cl)c1)c1ccncc1	0.2	8	100	-8	-3	97	102	16	-1	-2	-10
COc1ccc(N2CCN(C(=O)CSc3nnc4c5cc(C)ccc5n(C)c4n3)CC2)cc1	0.0	1	98	4	2	96	100	4	-2	1	8
O=C(CCc1ccc(S(=O)(=O)N2CCOCC2)cc1)N1CCCC1	0.0	1	102	-10	-5	103	105	23	-7	0	-18
Cc1cc(=O)n2nc(N3CCC(C(=O)NC(C)c4ccccc4)CC3)sc2n1 (stereo not given)	-0.5	0	106	-3	-15	104	99	43	-6	1	-9
O=C(COC(=O)c1ccc(Cl)c(S(=O)(=O)N2CCc3ccccc3C2)c1)Nc1ncc(Cl)cc1Cl	1.1	0	102	-6	-2	99	107	11	-5	-3	-12
COc1ccc2c3c(cccc13)C(=O)N(O)C2=O	0.7	21	104	-6	4	102	100	7	1	5	-15
COC(=O)c1ccc(NC(=O)Nc2ccc(F)cc2F)cc1	1.8	11	106	-1	-1	107	?	20	-1	0	-4
CSc1cccc(NC(=O)COc2ccccc2)c1	-0.3	18	101	-4	-4	99	98	29	-7	0	-15
O=C(NCCn1cc(SCc2ccccc2F)c2ccccc21)c1c(F)cccc1F	2.8	31	·	-2	-2	·	·	17	-1	-1	-2
C=CCOc1ccc(CNn2cn[nH]c2=S)cc1OC	0.5	2	107	-8	-5	103	106	47	-24	-2	-6
O=C(Nc1nnc(-c2ccccc2SCc2ccccc2F)s1)Nc1ccccc1F	-0.3	-1	102	0	0	104	106	22	-1	0	3
CC(=O)Nc1cccc(OCc2ccc(F)cc2)c1	-0.8	12	102	0	0	100	100	10	0	0	3
Cn1c(=O)c2[nH]c(-c3ccccc3Cl)c(O)c2n(C)c1=O	0.2	2	97	-2	-8	105	101	10	-12	-7	-2
O=C(CCCN1C(=O)CCC1=O)Nc1ccc2c(c1)OCCO2	0.2	2	100	0	0	102	102	14	-1	0	2
Cc1c(Cl)cccc1NC(=S)N(Cc1ccco1)C(C)c1ccccn1 (stereo not given)	0.7	1	103	-2	-1	101	105	12	-5	-1	-4
OCCC1CN(Cc2c(F)cccc2Cl)CCN1C1CCCC1 (stereo not given)	4.2	7	95	-1	-2	97	88	15	0	0	-5
COc1ccc(OCC(=O)Nc2ccc3c(c2)nc2n3CCSC2)cc1	1.5	7	100	-7	-9	101	98	38	-9	0	-16
CC(C(=O)N1CCOCC1)N1C(=O)c2ccccc2C1=O (stereo not given)	0.4	2	98	-1	-3	97	97	78	-7	-3	-7
N/C(=N\OC(=O)c1ccc(Cl)c([N+](=O)[O-])c1)c1ccccn1	1.3	8	100	2	0	99	105	8	1	4	4
CCc1ccc(-n2c(C)n[nH]c2=S)cc1	0.0	-1	100	3	0	99	102	25	-12	4	0
CCc1nnc(NC(=O)COc2ccc(N(C)S(=O)(=O)c3ccc(C)cc3)cc2)s1	0.9	10	101	0	0	102	?	14	-1	2	-4
O=C(COc1ccccc1)NNc1nc2c(F)cccc2s1	0.1	6	98	3	1	101	101	9	2	1	-1
O=S(=O)(CCOc1ccccc1)c1nc2ccccc2[nH]1	0.6	2	95	-4	-2	100	102	6	0	-2	-4
COc1ccc(CC(=O)N2CCN(C(=O)c3ccco3)CC2)cc1	0.2	0	93	0	-2	96	98	18	-3	1	-2
COCC(=O)Nc1ccc(OCc2ccccc2)cc1	-0.1	7	92	0	-1	84	91	2	-3	0	0
CNC(=O)c1nnc(Cc2ccc(Cl)cc2)o1	-1.0	-1	91	-4	-4	97	100	19	-8	1	-9
CC1CCCN(Cc2c(O)ccc3c(=O)c(-c4nc5ccccc5s4)c(N)oc23)C1 (stereo not given)	0.1	2	93	10	3	102	87	9	8	3	5
COCCN(CCOC)C(=S)Nc1ccccc1Cl	0.4	0	100	-1	-2	104	99	13	-3	-2	-3
CCOC(=O)c1c(NC(=O)/C=C/C(=O)O)sc(C)c1-c1ccc(C)c(C)c1	0.6	3	87	-10	-5	91	89	16	-7	-4	-3
CN1CCN(C(=O)c2cc(Cl)cc(Cl)c2NC(=O)c2ccco2)CC1	0.2	0	103	-2	-2	110	101	17	-4	-1	-4
O=C(CCSCCC(=O)N1CCCC1)N1CCCC1	0.4	1	100	0	-3	102	102	14	-3	0	-1
CCn1cc(C(=O)O)c(=O)c2cc(S(=O)(=O)N(C)C)ccc21	0.0	0	100	-3	0	104	103	16	-4	-4	-2
CCOC(=O)c1cnc(-c2ccccc2O)nc1Cl	1.2	3	103	0	0	103	103	13	0	-4	-4
CCCC(c1nnnn1Cc1ccccc1)N1CCC(C(N)=O)CC1 (stereo not given)	0.4	1	92	-8	1	97	88	48	-8	-2	-7
COc1ccccc1-c1nnc(SCC(=O)O)n1C	0.6	2	107	4	2	100	97	14	1	1	2
COc1ccccc1N1CCN(S(=O)(=O)CC23CCC(CC2=O)C3(C)C)CC1 (stereo not given)	0.8	3	23*	-8	-5	15*	17*	30	-10	-1	-15
O=C(O)Cc1sc(Nc2ccc(Cl)cc2)nc1-c1cccs1	3.5	33	101	0	-7	101	102	60	-19	-2	7
COc1ccc(N2CCCn3c2nc2c3c(=O)n(Cc3ccccc3)c(=O)n2C)c(OC)c1	0.6	0	100	-2	-2	102	102	11	-3	-3	-5
CC(NC(=O)C1CCC1)c1ccc(Br)cc1 (stereo not given)	0.1	-1	105	-24	-9	104	107	16	-16	-5	-14
CCOC(=O)c1sc(/N=C/Nc2nc(C)c(C(=O)OCC)s2)nc1C	0.5	4	104	1	-3	105	108	13	0	-1	-2
C/C(=N\NC(=O)CNc1cccc2ccccc12)c1ccccc1	0.6	8	97	-2	-4	99	107	13	-5	-3	-6
Cc1cc(C)nc(SC2CCOC2=O)n1 (stereo not given)	0.7	3	101	-12	1	100	100	29	-6	-1	-15
COC(=O)c1ccc(N)cc1O	1.8	6	94	0	10	95	95	29	6	8	6
Cc1ccc(C(=O)N2N=C(CC(C)C)CC2(O)C(F)(F)F)o1 (stereo not given)	-0.3	-1	102	-1	0	100	?	14	-3	0	-2
O=C(NC1CCCCC1)C(c1ccncc1)N(C(=O)Cn1nnc(-c2cccs2)n1)C1CCCC1 (stereo not given)	0.5	1	105	-12	-11	104	108	25	-6	-2	-20
C=CCN1C(=O)C(CC(=O)Nc2ccc(OC)cc2)SC1=Nc1ccc(S(N)(=O)=O)cc1 (stereo not given)	0.7	1	106	2	-1	97	106	11	9	-1	1

Marked active in RGS4-Gao reg, of those listed so far:
| SMILES | ABCG2 inh | RGS4-Gao reg | Bim-Bcl-XL | RGS8-Gao | RGS7-Gao reg | GSH bead fluor | Bim-Bcl-B | Bim-Bcl-W | Bfl-1 Bim block |
| --- | --- | --- | --- | --- | --- | --- | --- | --- | --- |
| COc1ccccc1N1CCN(S(=O)(=O)CC23CCC(CC2=O)C3(C)C)CC1 (stereo not given) | 3 | 23* | -5 | 15* | 17* | 30 | -10 | -1 | -15 |

Carrying on.
SMILES	ABCB1 block	ABCG2 inh	RGS4-Gao reg	Bcl-2 Bim block	Bim-Bcl-XL	RGS8-Gao	RGS7-Gao reg	GSH bead fluor	Bim-Bcl-B	Bim-Bcl-W	Bfl-1 Bim block
S=c1[nH]nc(C2CCCCC2)n1/N=C/c1ccccn1	-0.4	-1	104	-4	-2	102	?	10	-13	3	3
COC(=O)CCC(=O)Nc1ccccc1C(=O)Nc1ccccc1	0.1	0	98	-2	-2	99	97	12	0	-4	-2
Cc1ccc(CN2CCN(Cc3ccccc3C(F)(F)F)CC2)cc1	0.4	1	99	0	-1	98	101	21	0	-4	0
COc1ccc(N(Cc2cc(=O)[nH]c3ccccc23)C(=O)c2ccco2)cc1	0.8	2	102	2	0	102	99	21	1	1	1
CSc1ncccc1C(=O)OCC(=O)c1ccc(Br)s1	-0.4	0	105	-3	-5	105	110	13	-4	-1	-12
CCOC(=O)N1CC=C2C(C#N)=C(N)C(C#N)(C#N)[C@H](c3cccs3)C2C1 (stereo not given in full)	1.2	12	105	?	·	107	104	26	·	·	·
